Screening data: PubChem BioAssay, National Center for Advancing Translational Sciences (NCATS)
SMN2 splice up – enhancers of SMN2 splice variant expression. HEK293 SMN2-luciferase splicing reporter, luminescence, 30-36 h. Potency, µM (titrated, usually from 46.1 µM), inactives show top-dose activity change, positive = activation, most hits filed as activators. 210,000 compounds, 2.8% hits. AID 1458; also: % of control where 0% means no effect; nearly all actives have a fitted effect of over 55% in size
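HEK293 cells carry an SMN2 […]–luciferase reporter in which exon 7 inclusion puts luciferase in frame. Cells were plated 10-12 h before compound addition, then incubated 30-36 h at 37C. ONE-Glo luminescence was read; sodium butyrate at 4.5 mM final served as control.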
ALDH1A1 block – ALDH1A1 (human) enzyme inhibition; Purified ALDH1A1, NADH fluorescence, propionaldehyde substrate; Potency, µM (top dose mostly 75.3 µM), without a hit: top-dose activity, negative = inhibition, most hits filed as inhibitors; 220,000 compounds, 7.3% hits; AID 1030; active = well fitted inhibition curve with a large enough effect, not every such curve was filed as active; inconclusive = small, poorly fitted or top-dose-only effect, or another doubt; inactive = no such curve, though single readings can be large or run the other way;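 also: plate controls were no enzyme wells and a reference inhibitor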
aGal spleen mod – alpha-galactosidase A (human) modulation; P06280; human spleen homogenate, 4MU-alpha-Gal fluorescence, 40 min; Potency, µM (top dose mostly 80 µM), for inactives: top-dose activity change, negative = inhibition, actives largely listed as inhibitors; 240,000 compounds, 0.008% hits; AID 2107;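 also: 0% = enzyme with vehicle and -100% = no enzyme basal signal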
Target sequence (P06280 32-429 limits assumed): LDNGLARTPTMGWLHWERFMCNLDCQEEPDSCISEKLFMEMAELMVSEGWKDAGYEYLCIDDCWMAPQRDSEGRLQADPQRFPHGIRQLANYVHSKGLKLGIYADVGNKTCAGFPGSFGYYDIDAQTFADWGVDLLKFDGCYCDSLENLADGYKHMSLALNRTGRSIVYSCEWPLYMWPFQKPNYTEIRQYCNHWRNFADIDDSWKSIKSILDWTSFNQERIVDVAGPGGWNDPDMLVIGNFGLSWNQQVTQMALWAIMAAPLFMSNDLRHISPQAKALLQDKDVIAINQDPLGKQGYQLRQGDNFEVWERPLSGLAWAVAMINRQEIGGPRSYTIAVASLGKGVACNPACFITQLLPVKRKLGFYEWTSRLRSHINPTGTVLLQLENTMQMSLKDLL
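Human spleen homogenate (1 ug) was the enzyme source, with 4-methylumbelliferyl-alpha-D-galactopyranoside (1 mM final) in pH 5.0 citrate buffer with 0.01% Tween-20. Compounds were titrated; after 40 min at 37C, NaOH/glycine stop, 4-MU fluorescence read; AC50 from Hill fits.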
GAA inhib – alpha-glucosidase (human) inhibition | purified human GAA, 4-MU-alpha-glucoside fluorescence | Potency, µM (highest dose often 76.9 µM), for inactives: top-dose activity change, negative = inhibition, hits mostly inhibitors | 200,000 compounds, 0.005% hits;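 also: plate controls were uninhibited enzyme wells for no effect and no-enzyme background for full effect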
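Human enzyme at 4 nM with 400 uM 4-methylumbelliferyl-alpha-D-pyranoside, citrate/phosphate buffer pH 5.0, 0.005% Tween-20, 20 min at room temperature. Compounds up to 77 uM. 4-MU fluorescence (Ex 365/Em 440) read after NaOH/glycine stop; AC50 from Hill fit.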
GAA spleen mod – inhibitors or activators of human alpha-glucosidase in spleen homogenate; human spleen homogenate, 4-MU-alpha-glucoside fluorescence; AID 2112; P10253; 240,000 compounds, 0.006% hits; Potency, µM (doses to about 79.9 µM), for inactives: at the highest dose activity change, negative = inhibition, hits mostly inhibitors;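 also: 0% = enzyme with vehicle and -100% = no enzyme basal signal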
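Human spleen homogenate (1 ug) with 4-methylumbelliferyl-alpha-D-glucopyranoside (1 mM final) in 50 mM citrate/phosphate pH 5.0, 0.01% Tween-20; 40 min at 37 C. Stopped at pH 10; 4-MU fluorescence Ex 365/Em 440 nm; AC50 by Hill fit.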
GoLoco inh red – blocks human Gai1 binding to RGS12 GoLoco peptide, red readout; P63096; Gai1:RGS12 GoLoco peptide FP, rhodamine, 10 min; Potency, µM (top dose mostly 61.6 µM), for inactives: top-dose activity, negative = inhibition, usual class: inhibitors; 230,000 compounds, 0.44% hits; active = well fitted inhibition curve with a large enough effect, not every such curve was filed as active; inactive = no such curve, though single readings can be large or run the other way; also: % is scaled to controls: 0 for no effect and ±100 for the full control effect; nearly all actives have a fitted effect of over 30% in size; many of its hits are not listed in these tables
Target sequence (P63096 whole entry, looked up): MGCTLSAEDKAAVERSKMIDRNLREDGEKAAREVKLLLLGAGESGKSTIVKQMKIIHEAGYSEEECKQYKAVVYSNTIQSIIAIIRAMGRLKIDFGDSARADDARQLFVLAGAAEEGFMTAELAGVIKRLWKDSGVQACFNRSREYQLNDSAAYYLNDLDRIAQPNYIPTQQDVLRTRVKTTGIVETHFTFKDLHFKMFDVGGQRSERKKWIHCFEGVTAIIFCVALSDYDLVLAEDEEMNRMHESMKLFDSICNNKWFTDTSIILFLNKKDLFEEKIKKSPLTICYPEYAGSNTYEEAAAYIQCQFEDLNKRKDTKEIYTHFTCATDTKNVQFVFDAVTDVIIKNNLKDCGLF
KDM4E inh – inhibitors of human JMJD2E histone demethylase | B2RXH2 | JMJD2E catalytic domain, FDH-coupled NADH fluorescence (FDH is formaldehyde dehydrogenase) | Potency, µM (titrated, usually from 57.1 µM), inactives show at the top dose activity change, negative = inhibition, actives largely listed as inhibitors | 230,000 compounds, 1.6% hits; active = well fitted inhibition curve with a large enough effect, not every such curve was filed as active; inconclusive = small, poorly fitted or top-dose-only effect, or another doubt; inactive = no such curve, though single readings can be large or run the other way;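 also: 0% = wells with enzyme and -100% = buffer wells without enzyme; nearly all actives have a fitted effect of over 50% in size; many of its hits are not listed in these tables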
Target sequence (B2RXH2 1-337 limits assumed): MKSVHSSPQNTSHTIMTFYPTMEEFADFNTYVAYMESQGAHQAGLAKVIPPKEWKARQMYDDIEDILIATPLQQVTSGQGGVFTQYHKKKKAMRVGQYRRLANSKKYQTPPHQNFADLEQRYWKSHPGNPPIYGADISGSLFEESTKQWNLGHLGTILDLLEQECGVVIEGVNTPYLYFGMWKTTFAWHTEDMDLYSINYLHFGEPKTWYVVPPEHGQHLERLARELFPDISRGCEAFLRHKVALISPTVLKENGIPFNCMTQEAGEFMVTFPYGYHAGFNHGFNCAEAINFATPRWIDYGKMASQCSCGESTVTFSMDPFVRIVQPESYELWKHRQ
GAA glycogen mod – alters human alpha-glucosidase cleavage of glycogen; 300,000 compounds, 0.38% hits; Potency, µM (top dose mostly 76.4 µM), inactives show at the top dose activity change, negative = inhibition, hits mostly inhibitors; P10253; recombinant GAA, glycogen substrate, Amplex Red glucose oxidase fluorescence;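 also: 0% = full enzyme reaction and -100% = no-enzyme basal signal; the screen sought inhibitors and activators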
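qHTS, 1536-well; enzyme 4 nM final; cpd up to 77 uM; substrate bovine liver glycogen 30 ug; 50 mM citrate/phosphate pH 5.0, 0.01% Tween-20; 37 C, 40 min; Amplex Red detection 45 min RT; Hill fit → AC50.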
Active calls of the source: *; u = inconclusive; x = not tested or not shown; & = joins results of further samples; [ ] = dose if it differs, or a comment. Unless noted, calls follow the shape of the dose curve; as a rule, active = well fitted curve in the direction sought with a large enough effect; inconclusive = small, poorly fitted or top-dose-only effect, or another doubt; inactive = no such curve, though single readings can be large; an effect the other way counts as inactive or inconclusive. Potency is read from the fitted curve at half-maximal effect. An excerpt, so the mix of outcomes need not match the whole.

Results follow in this order: SMN2 splice up, ALDH1A1 block, aGal spleen mod, GAA inhib, GAA spleen mod, GoLoco inh red, KDM4E inh, GAA glycogen mod
1: Nc1cc(C(=O)OCC(=O)NCC2CCCO2)ccc1Cl (stereo unspecified)
→ 6%, u, 6%, -10%, 6%, -5%, u, -5%
2: Cc1cccc(N(C)C(=O)COc2cc(=O)n(C)c3ccccc23)c1
→ -10%, -16%, 3%, -10%, 1%, -1%, -8%, 7%
3: CC(OC(=O)C(NC(=O)c1ccco1)C(C)C)C(=O)Nc1ncc(Cl)cc1Cl (stereo unspecified)
→ -13%, -4%, -7%, -5%, -7%, 0%, 1%, 0%
4: CN(C)CCCOC(=O)c1ccc(Cl)cc1
→ 24%, 2%, -10%, u, -3%, 13%, 6%, 5%
5: C/C(N)=C(/C#N)C(=O)COC(=O)CSc1ccc2ccccc2c1
→ -1%, -4%, -11%, u, -11%, -8%, -2%, -7%
6: CCOc1ccc(C(=O)c2ccc([N+](=O)[O-])cc2Cl)cc1
→ -6%, -6%, -5%, -1%, -1%, 19%, -10%, 9%
7: O=C(Nc1cc(Cl)ccc1Cl)N1CCCC1
→ x, 0%, 7%, 1%, 10%, 6%, 6%, -9%
8: Cc1ccc(C2=NN(S(C)(=O)=O)C(c3ccc4c(c3)OCO4)C2)cc1 (stereo unspecified)
→ 18µM*, -3%, -1%, -8%, 5%, 60%[activator], -1%, -5%
9: CC(Oc1ccc([N+](=O)[O-])cc1Cl)C(=O)Nc1ccc(C(N)=O)cc1 (stereo unspecified)
→ -10%, u, -6%, 5%, -4%, 5%, 1%, -4%
10: FC(F)(F)c1cnc(Oc2ccc(-c3nnco3)cc2)c(Cl)c1
→ -23%, -3%, 0%, -7%, -4%, -7%, -2%, -4%
11: Clc1ccc2c(N/N=C/c3cccnc3)ccnc2c1
→ -1%, -9%, -6%, -1%, -1%, 5%, -12%, 4%
12: COc1ccc(NC(=O)c2ccccc2SC)cc1
→ 27%, u, -2%, 2%, -2%, 47%[activator], 1%, 12%
13: O=C(NNC(=O)C1CCN(S(=O)(=O)c2ccc(Cl)cc2)CC1)c1ccc(S(=O)(=O)N2CCCCC2)cc1
→ -22%, 3%, -9%, 1%, -1%, 14%, 11%, 7%
14: CC1=NN(C(=O)Cc2ccc([N+](=O)[O-])cc2)C(O)(C(F)(F)C(F)(F)F)C1 (stereo unspecified)
→ x, x, 2%, x, -13%, 11%, -11%, 0%
15: CCN=C(NCC)SC1CC(=O)N(c2ccc(F)cc2)C1=O (stereo unspecified)
→ 19%, -4%, 4%, -4%, 5%, 0%, 6%, 8%
16: CCCCn1nnnc1SCC(=O)Nc1ccc2c(c1)OCO2
→ 5%, u, -5%, -21%, 1%, 4%, -3%, 6%
17: CC(=O)Nc1ccc(C(=O)CCl)cc1
→ 22%, 0.045µM*, 0%, x, -4%, 10%, x, x
18: CCC(=O)c1ccc(OCc2ccc(C(=O)OC)cc2)c(OC)c1
→ u, 4%, -7%, -7%, -17%, 13%, -2%, -2%
19: CC(C)c1ccc(NC(=S)NN(c2ccccc2)c2ccccc2)cc1
→ 7%, 14µM*, -8%, u, -14%, 21%, 2%, u
20: COC(=O)CC1=NN(c2nc(C)cc(C)n2)C(=O)C1
→ -14%, 3%, 2%, -10%, 0%, -8%, -26%, -4%
21: CC1(C)CC(=O)C(C(N)=NC(=O)c2ccccc2)=C(O)C1
→ -34%[inhibitor], 10µM*, 0%, 7%, 5%, -1%, -3%, 8%
22: COc1cccc(OC)c1C(=O)Nc1ccccc1C(=O)N1CCOCC1
→ x, 6%, 3%, -27%, -7%, 0%, 6%, 5%
23: CCC(C)C(NC)C(=O)O (stereo unspecified)
→ -11%, 4%, 0%, x, -5%, 4%, 8%, x
24: CCOc1ccc(Br)cc1S(=O)(=O)NC(=O)c1ccccc1
→ 0%, 3%, -1%, 13%, 2%, 13%, 3%, 7%
25: COC(=O)c1sccc1NC(=S)N1CCCCC1C (stereo unspecified)
→ -22%, u, 15%, -5%, -8%, -3%, -1%, -1%
26: O=C(Cn1nnc(-c2ccccc2)n1)Nc1ccccc1N1CCOCC1
→ -7%, 11%, -10%, 0%, -4%, 4%, 8%, 2%
27: CC(C)c1nc2ccccc2c2nnc(SCC(=O)NCc3ccco3)n12
→ 10%, 1%, -5%, 1%, 1%, 6%, -1%, -5%
28: COC(=O)C1=C(C(=O)OC)SC(=C2C(=S)C(C)(C)N(C(=O)C3CC3)c3ccccc32)S1
→ -19%, -15%, 6%, -5%, -2%, -12%, 6%, 2%
29: O=C(Nc1cccc(C(=O)N2CCOCC2)c1)c1ccccc1
→ -1%, 2%, 3%, 2%, 1%, 6%, 12%, 8%
30: Clc1ccc(Cn2ncc3c(N4CCCCC4)ncnc32)c(Cl)c1
→ -13%, u, 5%, -1%, 2%, -11%, u, -2%
31: CCOc1ccc(-c2nnc3sc(COc4ccc(C)cc4)nn23)cc1
→ x, -7%, 9%, 2%, 4%, x, -1%, -11%
32: CCCN1CCC(=O)N([C@H](CSc2ccc(C)cc2)Cc2ccccc2)CC1
→ x, x, -3%, x, -1%, 12%, -9%, -2%
33: CCNC(=S)N(CCN(C)C)Cc1cc2cc(OCC)ccc2[nH]c1=O
→ x, u, -9%, -3%, 2%, 10%, -17%, 15%
34: CCNc1nc(NCC)nc(N/N=C/c2ccc(O)c(O)c2)n1
→ u, 0%, 5%, -3%, -21%, 3%, 18µM*, u
35: Cc1ccc2cc(CN(C(=O)c3ccco3)c3cccc(C)c3C)c(=O)[nH]c2c1
→ x, x, 2%, x, 2%, -9%, -28%, 4%
36: Cc1nn(-c2ccccc2)c(C)c1P(=O)(c1ccccc1)N(C)C (stereo unspecified)
→ -4%, 9%, 3%, -4%, -6%, 8%, 1%, 12%
37: Cc1cc([N+](=O)[O-])nn1CCCC(=O)Nc1cccnc1Cl
→ -4%, 5%, 6%, 5%, 3%, 12%, -3%, -10%
38: COc1cccc(-n2c(Cc3cc(=O)[nH]c(=O)[nH]3)nnc2SCC(=O)N2CCC(C)CC2)c1
→ 8%, 1%, 1%, 3%, -3%, 3%, 3%, 7%
39: CC#CC(=O)N1CCC(CCc2ccccc2)(C(=O)OCC)CC1
→ x, 5%, -4%, x, -2%, -3%, -2%, 5%
40: Cc1c(C(=O)Nc2nccs2)sc2nc(-c3cccs3)cc(C(F)(F)F)c12
→ -58%[inhibitor], 7%, 5%, 2%, -3%, 24%, -23%, 6%
41: O=C(CN1CCOCC1)NNC(=S)Nc1ccc(Cl)cc1
→ 17%, 7%, -22%, 7%, -3%, 2%, 8%, -2%
42: Cc1ccc(CN(C(=O)c2c(F)cccc2F)C2CC(C)(C)NC(C)(C)C2)o1
→ 6%, 11%, 0%, 1%, -8%, 12%, 13%, 11%
43: NNC(=O)CCN1CCN(Cc2ccccc2)CC1
→ -4%, -2%, 1%, 0%, 2%, 6%, -3%, -11%
44: Cc1cc(=O)oc(C)c1C(=O)NC1CC(C)(C)NC(C)(C)C1
→ -1%, 3%, 7%, 4%, 1%, 1%, 8%, -8%
45: Cc1cc(Cl)c(S(=O)(=O)NCc2cccnc2)cc1OCC(=O)NC1CCCCC1
→ -5%, u, -3%, 3%, -13%, 6%, -1%, 4%
46: CCNC(=O)Nc1ccccc1C(=O)OC
→ 23%, -7%, 0%, u, -4%, 32%[activator], 5%, 13%
47: CCOC(=O)COc1c(C=O)cc(Br)cc1OC
→ -12%, u, 3%, 4%, -7%, -5%, 1%, 1%
48: CCc1cc(-c2n[nH]c(=S)n2N)n(C)n1
→ -15%, 7%, 4%, -2%, -2%, -4%, -7%, -3%
49: CSc1ccc(C(=S)N2CCN(C)CC2)cc1
→ -21%, 32µM*, 5%, -3%, -19%, -5%, 3%, -2%
50: COCCn1c(-c2ccc(Cl)cc2)cnc1SCC(=O)NCCc1ccc(OC)c(OC)c1
→ -42%[inhibitor], 11%, 5%, -3%, -2%, -6%, 7%, -3%
51: CCOC(=O)C1CCN(C(=O)Cc2ccc(OC)c(OC)c2)CC1
→ -2%, u, 8%, -5%, -3%, 0%, -1%, 12%
52: O=C(Cc1cccs1)Nc1ccc(-c2nnn(CC(=O)N3CCOCC3)n2)cc1
→ 0%, -6%, -5%, -19%, 4%, 15%, -3%, -1%
53: O=C(CC(c1ccc(F)cc1)c1ccco1)Nc1nccs1 (stereo unspecified)
→ x, u, 4%, -4%, 7%, 12%, -2%, -12%
54: CC(C)(NC(=O)c1cc(Cl)c2ccccc2c1O)C(=O)O
→ x, x, 16%, x, -4%, -4%, u, -29%
55: CC(=O)C1=C(O)CCCC1=NCc1nc2ccccc2[nH]1
→ 9%, -10%, -4%, 6%, -1%, 3%, 9%, -2%
56: COc1ccc2c(c1)OCC(Cc1ccc(OC)c(OC)c1)C2O (stereo unspecified)
→ -26%&-13%, 1%&-6%, -2%&-4%, x, 0%&-3%, 3%&5%, -2%&0%, x
57: COc1ccc(CNc2ncnc3ccc(-c4ccc(N(C)C)cc4)cc23)c(OC)c1
→ x, u, 8%, x, 8%, -8%, x, x
58: CCOc1ccc(OCC(=O)OCn2c(SC)nnc(C)c2=O)cc1
→ -2%, -4%, -2%, 4%, -2%, 9%, 57%[activator], -2%
59: CC(C)C(=O)N1CCN(c2nc(-c3ccccc3)c3c(c2C#N)CCCC3)CC1
→ -28%, u, -7%, 11%, -11%, 9%, u, -4%
60: CCOC(=O)c1ccc(NC(=O)CN2C(=O)C(C)SC(C)C2=O)cc1 (stereo unspecified)
→ 8%, 1%, -1%, -7%, -15%, -2%, -8%, -2%
61: Cc1ccc(C(=O)NC(=S)NNC(=O)c2ccccc2[N+](=O)[O-])cc1
→ 13%, 22µM*, -10%, 4%, -8%, 1%, u, u
